CSN inh = inhibitors of human CSN-mediated cullin deneddylation. Q92905. Purified CSN, SCF-Nedd8-OG deneddylation, fluorescence polarization. inhibition, % at 12.5 µM. 0.38% of 360,000 active;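 active = pattern-corrected inhibition above about 35%, with an unprinted fluorescence ratio check between 0.5 and 1.5, limit read from the data, passing the limit was not always enough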;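 note: 0% = enzyme with substrate and 100% = substrate without enzyme; some results filed as inactive read as strong as hits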
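Material: purified human Csn5 enzyme expressed in HEK293T cells / Medium: Tris buffer pH 7.5, NaCl, DTT, Tween-20, trehalose, ovalbumin / Compound dosing: 12.5 µM single point / Schedule: 90 min incubation of compound, enzyme and substrate at room temperature / Signal: fluorescence polarization of the substrate / Control set: no-enzyme wells high, enzyme-with-substrate wells low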
MsrA act = activates bovine MsrA enzyme. purified bovine MsrA, absorbance read-out. 0.3% of 360,000 active. activation, % at 10.6 µM; in the data active = activation above about 7.5%;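 note: 0% = vehicle and 100% = reference activator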
MsrA inh = inhibitors of bovine MsrA. inhibition, % at 15.5 µM. 0.75% of 360,000 active. purified bovine MsrA, absorbance read-out; in the data active = inhibition above about 4.5%;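 note: 0% = vehicle wells with enzyme and 100% = reference inhibitor wells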
MLLE-PAM2 inh = inhibitors of microRNA-mediated deadenylation, human PABP1 MLLE binding. GST-MLLE / FITC-PAM2 fluorescence polarization. inhibition, % at 20 µM. 0.36% of 360,000 active. AID 588489; in the data active = inhibition above about 35%, passing the limit was not always enough;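 note: plate controls were DMSO wells with GST-MLLE for no effect and wells lacking GST-MLLE protein for full effect; some results filed as inactive read as strong as hits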
Rpn11 block = Rpn11 (human) deubiquitinase inhibition; human 26S proteasome, Ub4-pepOG fluorescence polarization; 20S core pre-blocked with epoxomicin; AID 588493; 0.59% of 360,000 active; O00487; calls only at 20 µM;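 active = inhibition at 20 µM, scaled to each plate's controls, above about 33%, limit read from the data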
Target sequence (O00487 whole entry, looked up): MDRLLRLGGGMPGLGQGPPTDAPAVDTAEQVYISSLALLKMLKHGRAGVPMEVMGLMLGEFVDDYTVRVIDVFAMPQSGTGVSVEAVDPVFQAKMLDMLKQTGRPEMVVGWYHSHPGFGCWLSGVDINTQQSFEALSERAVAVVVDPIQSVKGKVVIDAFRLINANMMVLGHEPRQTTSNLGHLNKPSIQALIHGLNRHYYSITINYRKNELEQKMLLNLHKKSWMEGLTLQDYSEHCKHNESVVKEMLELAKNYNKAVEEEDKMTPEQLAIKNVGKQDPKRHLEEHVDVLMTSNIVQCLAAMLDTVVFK
MT1-MMP act inh = MT1-MMP (human) activation inhibition. GFP/RFP ratio change, % at 20 µM. P50281. HT1080 RFP-PRO-GFP cells, GFP/RFP ratio fluorescence, overnight; percent of plate control window, DMSO zero. 0.061% of 360,000 active;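 active = GFP/RFP ratio change of at least 30% with cell ATP level not reduced by more than half and red fluorescence within 50% of control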; note: strong numbers were not always called active
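Assay system: HT1080 RFP-PRO-GFP cells. Benchmarks: DMSO vehicle wells and RFP-L50D-GFP reporter cell wells. Times: overnight cell settling, then overnight compound exposure, 37 °C, 5% CO2. Compound: 20 µM single dose, 1% DMSO. Read-out basis: GFP/RFP fluorescence ratio.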
Rin1-Abl PPI inh = blocks binding of human Rin1 to Abl; TR-FRET Rin1/Abl binding, biochemical; 0.4% of 360,000 active; inhibition, % at 7.35 µM; AID 588664; in the data active = inhibition above about 5%, passing the limit was not always enough
FAS-TE inh = FAS thioesterase (human) inhibition | P49327 | recombinant FAS-TE, OMFH fluorogenic substrate, fluorescence endpoint | inhibition, % at 15 µM | 0.67% of 360,000 active;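 active = compounds whose normalised, plate-corrected inhibition of enzyme fluorescence in the single-dose primary screen is 50% or more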;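 note: 0% = DMSO with enzyme and 100% = substrate without enzyme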
eLon inh = E. coli protease La inhibition; P0A9M0; purified E. coli Lon protease, fluorescence polarization; inhibition, % at 7.94 µM; 0.42% of 360,000 active; in the data active = inhibition above about 13%, passing the limit was not always enough;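 note: 0% = enzyme with probe and DMSO and 100% = no enzyme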
Target sequence (P0A9M0 whole entry, looked up): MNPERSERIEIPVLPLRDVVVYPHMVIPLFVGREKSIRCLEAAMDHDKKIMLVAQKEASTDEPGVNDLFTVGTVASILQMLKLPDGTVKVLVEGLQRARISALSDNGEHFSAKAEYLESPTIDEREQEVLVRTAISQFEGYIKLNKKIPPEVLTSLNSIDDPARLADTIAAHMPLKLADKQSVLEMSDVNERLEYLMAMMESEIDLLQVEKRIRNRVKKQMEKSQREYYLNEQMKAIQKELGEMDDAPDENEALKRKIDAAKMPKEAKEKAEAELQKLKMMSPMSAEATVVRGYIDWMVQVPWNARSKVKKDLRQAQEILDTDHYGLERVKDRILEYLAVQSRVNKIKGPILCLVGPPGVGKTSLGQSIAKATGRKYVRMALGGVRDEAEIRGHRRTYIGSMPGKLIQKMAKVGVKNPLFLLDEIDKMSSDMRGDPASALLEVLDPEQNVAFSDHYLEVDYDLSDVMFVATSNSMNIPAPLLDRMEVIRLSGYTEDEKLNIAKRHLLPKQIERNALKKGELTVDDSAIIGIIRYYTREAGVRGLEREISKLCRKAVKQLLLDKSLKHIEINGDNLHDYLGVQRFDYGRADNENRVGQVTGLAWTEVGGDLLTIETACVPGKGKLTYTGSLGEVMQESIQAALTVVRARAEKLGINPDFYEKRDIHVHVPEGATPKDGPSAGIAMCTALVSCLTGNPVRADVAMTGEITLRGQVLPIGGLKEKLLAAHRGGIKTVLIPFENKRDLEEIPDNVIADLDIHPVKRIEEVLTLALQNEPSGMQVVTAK
* marks the source's active call; other numbers are inactive results; & = joins results of further samples.

Screening CC(=O)Nc1ccc(S(=O)(=O)NCC(=O)OCC(=O)NCCc2ccccc2)cc1 returned CSN inh -5, MsrA act -8, MsrA inh -0.5, MLLE-PAM2 inh 5, Rpn11 block inactive, MT1-MMP act inh -3, Rin1-Abl PPI inh 0, FAS-TE inh -9 and eLon inh 3.
Screening CN(C)S(=O)(=O)c1ccc(C(=O)Nc2ccccc2C(=O)NCCCN2CCOCC2)cc1 returned CSN inh -2, MsrA act -10, MsrA inh 0.0, MLLE-PAM2 inh -10, Rpn11 block inactive, MT1-MMP act inh 2, Rin1-Abl PPI inh -1, FAS-TE inh -7 and eLon inh -6.
Screening COc1ccc(CCN2CC(C(=O)OCC(=O)N(C)Cc3ccccc3)CC2=O)cc1OC (configuration not stated) returned CSN inh 0, MsrA act -12, MsrA inh 1.2, MLLE-PAM2 inh 0, Rpn11 block inactive, Rin1-Abl PPI inh 2, FAS-TE inh -8 and eLon inh 7.
`CCOc1ccc(NC(=O)c2sc3nc4n(c(=O)c3c2C)CCC4)cc1` gave CSN inh 4, MsrA act -3, MsrA inh 0.5, MLLE-PAM2 inh 8, Rpn11 block inactive, MT1-MMP act inh 3, Rin1-Abl PPI inh 5, FAS-TE inh -1 and eLon inh -2.
For CC(=O)c1cn(CC(=O)Nc2ccccc2F)c2ccccc12 the results were CSN inh 2, MsrA act -6, MsrA inh -0.5, MLLE-PAM2 inh 6, Rpn11 block inactive, MT1-MMP act inh 5, Rin1-Abl PPI inh -1, FAS-TE inh -4 and eLon inh 0.
For O=C1c2cc(Cl)ccc2-c2c(O)cc(Cl)cc21 the results were CSN inh 5, MsrA act -4, MsrA inh 0.3, MLLE-PAM2 inh -29, Rpn11 block inactive, MT1-MMP act inh -5, Rin1-Abl PPI inh 1, FAS-TE inh 3 and eLon inh -29.
For Nc1ncnc2c1nc(Br)n2[C@@H]1O[C@@H]2COP(=O)(O)O[C@H]2[C@H]1O the results were CSN inh -1, MsrA act -7, MsrA inh 0.9, MLLE-PAM2 inh -4, Rpn11 block inactive, MT1-MMP act inh -1, Rin1-Abl PPI inh 1, FAS-TE inh -6 and eLon inh -2.
O=C(c1cc2ccccc2o1)c1nc2c(n1O)CCCCC2 was read as CSN inh 1, MsrA act -5, MsrA inh 2.7, MLLE-PAM2 inh 7, Rpn11 block inactive, MT1-MMP act inh -5, Rin1-Abl PPI inh -2, FAS-TE inh -4 and eLon inh 5.
Screening CN(c1ccccc1)S(=O)(=O)c1cccc(NC(=O)COc2cccc([N+](=O)[O-])c2)c1 returned CSN inh 0, MsrA act -3, MsrA inh 2.1, MLLE-PAM2 inh -6, Rpn11 block inactive, MT1-MMP act inh 1, Rin1-Abl PPI inh -3, FAS-TE inh 30 and eLon inh 6.
For COC(=O)c1cccc2nc3c(C(C)O)cccc3nc12 (configuration not stated) the results were CSN inh 1, MsrA act -8, MsrA inh 1.8, MLLE-PAM2 inh 22, Rpn11 block inactive, MT1-MMP act inh -11, Rin1-Abl PPI inh -3, FAS-TE inh -9 and eLon inh 5.
Screening COCC1CCCN(C(=O)c2ccc3oc(Cc4ccc(Cl)cc4)nc3c2)C1 (configuration not stated) returned CSN inh -1, MsrA act -6, MsrA inh -0.2, MLLE-PAM2 inh 8, Rpn11 block inactive, MT1-MMP act inh -1, Rin1-Abl PPI inh 4, FAS-TE inh 8 and eLon inh -1.
For CCCCSc1nc(C)nc2c1c(=O)n(C)c(=O)n2C the results were CSN inh 14, MsrA act -1, MsrA inh 0.7, MLLE-PAM2 inh -5, Rpn11 block inactive, MT1-MMP act inh 0, Rin1-Abl PPI inh -2, FAS-TE inh 13 and eLon inh -6.
For Cc1ccc(CNc2oc(C)nc2C#N)cc1 the results were CSN inh -4, MsrA act -2, MsrA inh -0.5, MLLE-PAM2 inh -1, Rpn11 block inactive, MT1-MMP act inh 0, Rin1-Abl PPI inh 0, FAS-TE inh -4 and eLon inh -8.
For Cc1ccc(NC(=O)c2nc[nH]c2C(=O)N2CCC(C)CC2)cc1 the results were CSN inh -2, MsrA act -1, MsrA inh 0.6, MLLE-PAM2 inh 3, Rpn11 block inactive, MT1-MMP act inh 3, Rin1-Abl PPI inh 0, FAS-TE inh 0 and eLon inh -6.
For Cc1c(C(=O)C(=O)NCCc2ccc(S(N)(=O)=O)cc2)c2ccccc2n1C the results were CSN inh -2, MsrA act -11, MsrA inh 2.3, MLLE-PAM2 inh -6, Rpn11 block inactive, MT1-MMP act inh 2, Rin1-Abl PPI inh -3, FAS-TE inh -12 and eLon inh 2.
Screening Cc1cc2c(OCC(O)CN3CCCCC3)cccc2[nH]1 (configuration not stated) returned CSN inh -9, MsrA act -4, MsrA inh 1.2, MLLE-PAM2 inh -11, Rpn11 block inactive, MT1-MMP act inh -3, Rin1-Abl PPI inh 1, FAS-TE inh 3 and eLon inh -12.
For CC(C)N1CCN(Cc2ccc(OCc3ccccc3)cc2)CC1CCO (configuration not stated) the results were CSN inh -1, MsrA act -8, MsrA inh -0.8, MLLE-PAM2 inh -2, Rpn11 block inactive, MT1-MMP act inh 0, Rin1-Abl PPI inh 0, FAS-TE inh -5 and eLon inh -1.
`O=c1ccc(Oc2nc(N3CCOCC3)nc(N3CCOCC3)n2)n[nH]1` gave CSN inh 1, MsrA act -8, MsrA inh 0.1, MLLE-PAM2 inh -1, Rpn11 block inactive, MT1-MMP act inh 4, Rin1-Abl PPI inh 4, FAS-TE inh -6 and eLon inh 3.
`CC(/C=N\NC(=O)CN1CCN(Cc2ccccc2)CC1)=C\c1ccco1` gave CSN inh 7, MsrA act -8, MsrA inh 3.7, MLLE-PAM2 inh 11, Rpn11 block inactive, MT1-MMP act inh 2, Rin1-Abl PPI inh -4, FAS-TE inh -6 and eLon inh -8.
Screening O=C(OCc1nnc(-c2ccccc2)o1)c1ccc2c(c1)C(=O)N(CCc1ccccc1)C2=O returned CSN inh -2, MsrA act -2, MsrA inh -0.5, MLLE-PAM2 inh 0, Rpn11 block inactive, MT1-MMP act inh 6, Rin1-Abl PPI inh -3, FAS-TE inh 9 and eLon inh -3.

An excerpt from above in order of number of heavy atoms, rising.
For Cc1ccc(CNc2oc(C)nc2C#N)cc1 the results were CSN inh -4, MsrA act -2, MsrA inh -0.5, MLLE-PAM2 inh -1, Rpn11 block inactive, MT1-MMP act inh 0, Rin1-Abl PPI inh 0, FAS-TE inh -4 and eLon inh -8.
Screening Cc1cc2c(OCC(O)CN3CCCCC3)cccc2[nH]1 (configuration not stated) returned CSN inh -9, MsrA act -4, MsrA inh 1.2, MLLE-PAM2 inh -11, Rpn11 block inactive, MT1-MMP act inh -3, Rin1-Abl PPI inh 1, FAS-TE inh 3 and eLon inh -12.
`O=c1ccc(Oc2nc(N3CCOCC3)nc(N3CCOCC3)n2)n[nH]1` gave CSN inh 1, MsrA act -8, MsrA inh 0.1, MLLE-PAM2 inh -1, Rpn11 block inactive, MT1-MMP act inh 4, Rin1-Abl PPI inh 4, FAS-TE inh -6 and eLon inh 3.
Screening COCC1CCCN(C(=O)c2ccc3oc(Cc4ccc(Cl)cc4)nc3c2)C1 (configuration not stated) returned CSN inh -1, MsrA act -6, MsrA inh -0.2, MLLE-PAM2 inh 8, Rpn11 block inactive, MT1-MMP act inh -1, Rin1-Abl PPI inh 4, FAS-TE inh 8 and eLon inh -1.

Continued.
`OC(c1cc(C(F)(F)F)nc2c(C(F)(F)F)cccc12)C1CCCCN1` (configuration not stated) gave CSN inh 2, MsrA act -8, MsrA inh -1.7, MLLE-PAM2 inh 4, Rpn11 block inactive, MT1-MMP act inh -10, Rin1-Abl PPI inh 1, FAS-TE inh -1 and eLon inh -1.
O=C(Oc1ccc([N+](=O)[O-])cc1)c1cccnc1 was read as CSN inh 5, MsrA act -9, MsrA inh -0.4, MLLE-PAM2 inh 1, Rpn11 block inactive, MT1-MMP act inh -2, Rin1-Abl PPI inh 1, FAS-TE inh 2 and eLon inh -16.
For COc1ccccc1/C=C/C=N/NC(=O)CN1CCN(S(=O)(=O)c2ccc(C)cc2)CC1 the results were CSN inh 1, MsrA act -4, MsrA inh 2.0, MLLE-PAM2 inh -1, Rpn11 block inactive, MT1-MMP act inh 2, Rin1-Abl PPI inh -6, FAS-TE inh 18 and eLon inh -9.
`O=C(NCc1cccnc1)c1ccc(=O)oc1` gave CSN inh -5, MsrA act -6, MsrA inh 8.3*, MLLE-PAM2 inh 0, Rpn11 block inactive, MT1-MMP act inh -1, Rin1-Abl PPI inh -3, FAS-TE inh -10 and eLon inh -4.
`Cc1cccc(NC(=S)N2N=CCC2c2ccccc2)c1` (configuration not stated) gave CSN inh 5, MsrA act -5, MsrA inh 0.8, MLLE-PAM2 inh -49, Rpn11 block inactive, MT1-MMP act inh -3, Rin1-Abl PPI inh -2, FAS-TE inh 6 and eLon inh -8.
For COC(=O)C[C@H]1C[C@H]2c3cc(NC(=O)NC4CCCC4)ccc3O[C@H]2[C@@H](CO)O1 the results were CSN inh 1, MsrA act -3, MsrA inh -1.0, MLLE-PAM2 inh 2, Rpn11 block inactive, MT1-MMP act inh 3, Rin1-Abl PPI inh 3, FAS-TE inh -5 and eLon inh -2.
For CCOc1cc(Cl)c(S(=O)(=O)NCCCN2CCOCC2)cc1Cl the results were CSN inh -3, MsrA act 0, MsrA inh -0.8, MLLE-PAM2 inh 0, Rpn11 block inactive, MT1-MMP act inh 4, Rin1-Abl PPI inh 2, FAS-TE inh 1 and eLon inh 5.
`CCC(C)[C@H]1CNC(=O)C(=O)N1CC(C)(C)C` (some centres not stated) gave CSN inh 2, MsrA act -9, MsrA inh -0.2, MT1-MMP act inh 9, FAS-TE inh -6 and eLon inh -1.
Screening O=C1Cc2cc(S(=O)(=O)N3CCN(c4cccc(Cl)c4)CC3)ccc2N1 returned CSN inh 2, MsrA act -6, MsrA inh 0.2, MLLE-PAM2 inh 12, Rpn11 block inactive, MT1-MMP act inh -3, Rin1-Abl PPI inh -1, FAS-TE inh -4 and eLon inh 52*.
`CCc1ccc(CN(C)C(=O)c2cc(COc3ccc(-n4cncn4)cc3)on2)cc1` gave CSN inh 1, MsrA act -4, MsrA inh -0.5, MLLE-PAM2 inh -1, Rpn11 block inactive, MT1-MMP act inh 1, Rin1-Abl PPI inh 3, FAS-TE inh 12 and eLon inh 2.
For COc1ccc(/C=C/C(=O)OCC(=O)c2ccc3c(c2)NC(=O)CO3)c(OC)c1 the results were CSN inh 7, MsrA act -5, MsrA inh 2.4, MLLE-PAM2 inh -4, Rpn11 block inactive, MT1-MMP act inh 2, Rin1-Abl PPI inh -3, FAS-TE inh -8 and eLon inh 1.
Cc1cc(C)c[n+](-c2nc3ccccc3nc2C(=C=[N-])C#N)c1 was read as CSN inh 33&-5, MsrA act -3&-1, MsrA inh -0.5&-0.7, MLLE-PAM2 inh -1&-1, Rpn11 block inactive, MT1-MMP act inh 7&3, Rin1-Abl PPI inh -10&-6, FAS-TE inh -3&0 and eLon inh -7&-6.

Two neighbouring records out of the list so far, for reference:
Screening CC(=O)Nc1ccc(S(=O)(=O)NCC(=O)OCC(=O)NCCc2ccccc2)cc1 returned CSN inh -5, MsrA act -8, MsrA inh -0.5, MLLE-PAM2 inh 5, Rpn11 block inactive, MT1-MMP act inh -3, Rin1-Abl PPI inh 0, FAS-TE inh -9 and eLon inh 3.
Screening CN(C)S(=O)(=O)c1ccc(C(=O)Nc2ccccc2C(=O)NCCCN2CCOCC2)cc1 returned CSN inh -2, MsrA act -10, MsrA inh 0.0, MLLE-PAM2 inh -10, Rpn11 block inactive, MT1-MMP act inh 2, Rin1-Abl PPI inh -1, FAS-TE inh -7 and eLon inh -6.
